GSIS activator: GLuc luminescence reporter in INS-1E cells, primary screen for activators of glucose-dependent secretion of insulin | 370,000 tested, 0.61% active | AID 743287, 2014 | activation, % at 16.6 µM | INS-1E GLuc reporter insulin secretion, 2-3 h;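 active means lowest replicate activation of at least 40%, so every replicate reaches that level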;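 further: 0% = median of neutral control wells and 100% = median of IBMX positive control wells; some compounds called inactive have numbers as strong as hits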
miR-122 sensor: miR-122 Renilla sensor signal increase in Huh7, primary screen, miR-122 inhibitor project, cell-based, single point, plate reader | AID 602342, 2012 | Huh7 miR-122 Renilla luciferase sensor, 48 h; neutral wells = 0, positive control = 100 | activation (reporter increase), % at 12.5 µM | 340,000 tested, 0.3% active;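 active means mean replicate activation score at least 90 and every replicate individually at or above 90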;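 further: higher luciferase means less miR-122 activity so hits act as miR-122 inhibitors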
PglD inh: C. jejuni PglD acetyltransferase inhibitors, primary screen, biochemical, DTNB colorimetric, single point. UDP-N-acetylbacillosamine N-acetyltransferase PglD (Campylobacter jejuni). inhibition, % at 12.5 µM. 360,000 tested, 0.098% active. purified PglD enzyme, DTNB colorimetric CoA detection. AID 602405, 2012; in the data active means inhibition above about 16%, passing the limit was not always enough; further: strong numbers were not always called active
C2C12 statin: suppressors of statin myotoxicity in C2C12 myotubes, primary screen, cell-based, single point, plate reader. C2C12 myotubes + simvastatin, ATP luminescence, 48 h; scaled: DMSO 0, geranylgeraniol control 100. 330,000 tested, 0.78% active. rescue of ATP level, % at 7.49 µM;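 active means mean ATP rescue above about 67%, or every replicate alone reaching that limit, limit read from the data, passing the limit was not always enough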;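 further: myotubes were challenged with 10 µM simvastatin during compound exposure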
PGC1a acetyl inh: inhibitors of PGC1a acetylation signal, primary screen, cell-based, U2OS, AlphaScreen, inhibitor mode | AlphaScreen anti-acetyl-lysine; with virally co-expressed GCN5 acetyltransferase | 350,000 tested, 0.17% active | inhibition, % at 15.6 µM;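 active means every replicate shows inhibition of at least 40%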;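 further: 0% = neutral control wells and 100% = positive control wells; some results beyond the cut were filed as inactive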
Cneo AK release: Cryptococcus neoformans cell lysis inducers, primary screen, AK release luminescence, single concentration; C. neoformans lysis, adenylate kinase release luminescence, 4 h; normalised: neutral wells 0, clomiphene wells 100; lysis activity, % at 15 µM; 360,000 tested, 0.2% active; AID 651654, 2012;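 active means mean lysis activity across replicates of at least 80%, whatever share of replicates individually reach that level; inactive means mean lysis activity below 80%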
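read-out = cell lysis signal | test system = log-phase Cryptococcus neoformans yeast cells | input = cells at 5 × 10^6 per mL | medium = fresh YPD growth medium | signal = luminescent adenylate kinase detection reagent | timing = 4 h at 37 °C static, read 1 h later | dosing = single dose | controls = Clomiphene as positive lysis control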
CFTR F508del cor: F508del CFTR correction, initial screen, CFBE line, single point; CFBE cells, YFP halide quenching; stimulated with forskolin plus potentiator P3; % fluorescence drop versus neutral controls; activity (quench increase), % at 7.58 µM; 350,000 tested, 0.36% active; AID 720511, 2013;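 active means mean added fluorescence quench of at least 8% versus neutral control, with both replicates also reaching 8%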;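 further: cells transiently co-express mutant CFTR-F508del with the halide-sensitive YFP; corrector assay measuring rescue of mutant channel to the surface after 24 h compound exposure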
FN deposit inh: inhibitors of fibronectin matrix deposition, primary screen, AH1F cells, Alexa488-fibronectin fluorescence, plate reader | AH1F fibroblasts, overnight | inhibition, % at 12.6 µM | 350,000 tested, 0.086% active | AID 743247, 2014;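 active means mean inhibition across replicates of 30% or more, regardless of how many single replicates reach that level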;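 further: positive control wells lacked labelled fibronectin entirely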
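Assay system: AH1F fibroblasts / Quantity: 10000 cells per well / Medium: DMEM plus 2% serum, read in PBS / Reagent: labelled fibronectin 24 nM / Dosing: single dose, pinned / Times: 1 h cell attachment, overnight exposure to compound and label / Signal: fluorescence, ex 485 nm, em 525 nm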
Starred values were filed as active, the others as inactive; x = not tested or not shown; [ ] = dose if it differs, or a comment.

SMILES	GSIS activator	miR-122 sensor	PglD inh	C2C12 statin	PGC1a acetyl inh	Cneo AK release	CFTR F508del cor	FN deposit inh
CCCCOc1ccc(N(CC(=O)NCc2ccccc2)C(=O)c2csnn2)cc1	-23.9	-5.3	1.4	-5.2	18.4	0.1	-0.8	-9.1
Cc1noc(C)c1S(=O)(=O)Nc1ccc2c(c1)C(=O)N([C@H](C)CO)C[C@H](C)[C@H](CN(C)C(=O)NC1CCCCC1)O2	-3.0	-9.2[16.7 µM]	1.0	-32.2	3.4	-9.2	-0.6	-4.1
Cc1cc(C)cc(NCc2ccncc2)c1	0.0	4.1	1.0	5.6	6.2	-1.3	3.2	7.9
COc1cc(NC(=O)[C@@H](NC(=O)c2ccco2)C(C)C)c(OC)cc1NC(=O)c1ccccc1	4.2	-8.2	2.3	-3.0	8.6	0.7	0.3	-8.0
COc1ncnc2c1cnn2-c1ccccc1	-9.2	0.6	1.2	5.8	-6.8	-1.0	x	2.9
O=C(NCCN1CCOCC1)c1cc([N+](=O)[O-])cc([N+](=O)[O-])c1	-7.0	-4.9	2.4	15.2	-4.9	0.3	-2.5	-4.1
CC(C)c1ccc(CCNC(=O)CCNS(=O)(=O)c2ccc(Br)cc2)cc1	8.1	15.7	-2.9	7.5	4.9	-0.3	-0.1	3.0
Cc1ccc(S(=O)(=O)N2CCC(=O)N(C(COCc3cccc(C(F)(F)F)c3)Cc3ccccc3)CC2)cc1 (stereo not drawn)	-23.9	-3.4	-3.2	-23.1	-5.1	-0.1	2.1	-0.6
COC(=O)c1ccc(-n2cc(-c3ccc(OC)cc3)[nH]c2=S)cc1	42.7	11.9	x	-20.7	x	x	x	-2.5
COCC(=O)N1[C@@H]2CN(C(=O)c3ccccc3F)c3ccccc3[C@@H]2[C@@H]1CO	-5.3	-19.9[16.7 µM]	-3.4	-16.1	0.2	7.6	-0.9	x
COc1ccc(OCCNS(=O)(=O)c2cccc([N+](=O)[O-])c2)cc1	5.4	-25.3	x	x	x	x	1.3	-4.6
COc1cc(CC(=O)Nc2ccccc2N2CCCCC2)cc(OC)c1OC	-24.9	-8.4	-1.7	3.5	-8.2	-0.6	2.4	5.8
CC1CCCC(NCC(=O)Nc2ccc(C(N)=O)cc2)C1C (stereo not drawn)	6.4	2.1	x	x	16.9	x	1.8	x
CC(Sc1nnc(Cc2ccccc2)o1)C(=O)Nc1ccccc1[N+](=O)[O-] (stereo not drawn)	-12.6	-4.8	-1.2	-6.0	0.7	-1.2	0.1	7.1
CCCNC(=O)NC(=O)CSc1nc2ccccc2n1CC(C)C	-2.4	5.4	-1.2	1.6	-3.7	-0.7	-0.1	x
O=C(CSc1nc2c(sc3ccccc32)c(=O)n1CCO)NCC1CCCO1 (stereo not drawn)	x	-13.0	5.5	x	x	-10.2	x	-1.5
O=C(NC1=CC(=O)c2ccccc2C1=O)c1ccccc1	28.4	x	1.3	-243.9	80.8*	-2.2	-0.6	62.2*
Cn1cccc1C(=O)NC(=O)COC(=O)c1ccccc1Sc1ccccc1C#N	x	-4.0	0.4	-1.2	-0.9	-0.3	x	x
CNC(=O)C1CCN(S(=O)(=O)c2c(C)noc2/C=C/c2cccc(C)c2)CC1	11.3	11.3	0.5	-6.7	0.7	0.2	3.5	3.9
CN(CC(=O)Nc1ccc(F)cc1)S(=O)(=O)c1ccc2c(c1)c(=O)n(C)c(=O)n2C	-1.6	-1.0	6.0	8.6	-10.7	-2.0	-3.1	5.1
COc1ccc(C(=O)CC(c2ccccc2)C2C(=O)CCCC2=O)cc1 (stereo not drawn)	x	-2.2	-3.0	2.4	x	-1.3	x	x
Cc1ccc(/C=N/NC(=O)c2cc3c(ccc4ccccc43)o2)o1	x	-9.7	-5.4	-5.2	-0.9	0.9	-0.7	-2.4
Cc1cccc(-n2ccnc2SCC(=O)Nc2nccs2)c1C	x	-2.5	7.4	-4.3	-10.1	4.4	x	x
C=CCSc1nc2c(c(C3CC=CCC3)c1C#N)CCC2 (stereo not drawn)	x	4.7	1.6	10.9	-13.7	-3.4	x	-0.4
O=S(=O)(c1ccc(OCC(O)CN2CCCC2)cc1)N1CCOCC1 (stereo not drawn)	x	5.8	-2.8	-0.5	15.0	-2.1	x	2.5
CCOC(=O)C1CC(=NO)c2ccc(OC)c(OC)c2C1 (stereo not drawn)	x	0.0	0.2	6.5	-4.8	-0.6	x	3.6
Nc1nonc1-c1noc(-c2ccc(Br)o2)n1	x	-5.6	0.3	0.7	3.4	-2.9	x	x
CN(c1cccc(NC(=O)Nc2ccc(Cl)cc2)c1)S(C)(=O)=O	-7.2	11.3	x	-53.4	4.8	x	x	-11.2
Cn1c(N)c(C(=O)COC(=O)/C=C/c2ccccc2)c(=O)n(C)c1=O	23.2	5.9	-0.1	-1.5	4.0	-0.5	3.5	11.4
COCC(=O)N1CC2(CCN(C(=O)c3cccnc3)CC2)c2c([nH]c3cc(OC)ccc23)[C@@H]1CO	3.6	x	x	x	-5.4	x	-1.0	-20.7
O=C(O)CCSc1nnnn1-c1ccccc1	x	-6.5	1.3	-8.0	1.2	4.3	x	x
CCOC(=O)c1ccc2c(c1)nc(SCC(=O)c1ccco1)n2CC	-4.8	-2.2	-6.6	6.7	-5.4	-1.2	x	x
O=C(Nc1ccc(C(F)(F)F)cc1)c1ccccc1Br	-2.2	10.2	x	-10.0	16.2	-2.7	0.5	8.4
Cc1cc(=O)[nH]c(SCC(=O)c2ccc(C)c(C)c2)n1	-0.2	x	-1.1	2.4	x	3.9	x	x
O=C(O)c1cccc(-n2nnnc2SCc2ccccn2)c1	x	1.4	4.8	x	6.2	1.6	x	0.2
CN1[C@H](CO)[C@@H]2c3ccccc3N(C(=O)C3CCCCC3)C[C@@H]21	8.9	7.1[16.7 µM]	-1.3	17.2	3.8	5.0	-1.3	9.7
CCCN1[C@@H]2c3ccc(-c4ccccc4)c(=O)n3C[C@@H]2[C@@H](CO)[C@@H]1C(=O)N1CCCCC1	1.1	1.3[16.7 µM]	1.8	23.5	x	-1.2	-3.6	x
COc1ccc(OCC(=O)Nc2cccc(NC(=O)COc3ccc(OC)cc3)n2)cc1	x	-1.3	3.7	-56.5	-3.6	0.2	x	x
COCC#Cc1ccc([C@@H]2[C@H]3CN(S(=O)(=O)c4ccc(OC)cc4)CCCCN3[C@H]2CO)cc1	3.3	7.9[16.7 µM]	2.7	0.5	-27.6	-2.5	-0.8	x
C=CCOc1c(Cl)cc(CNCCCN2CCOCC2)cc1OC	1.2	x	2.8	-1.0	x	-1.0	-2.5	-2.1
CN1C(=O)c2cc(NC(=O)c3ccc(C(F)(F)F)cc3)ccc2OC[C@@H]2O[C@@H](CC(=O)NCc3ccc4c(c3)OCO4)CC[C@@H]21	-3.4	-41.7[16.7 µM]	0.2	-1.6	2.2	-1.2	1.6	3.9
CN1CCN(/N=C/c2ccc(-c3ccc([N+](=O)[O-])cc3Cl)o2)CC1	3.3	x	x	x	6.3	x	3.8	-16.6
O=C(CN(c1cccc([N+](=O)[O-])c1)S(=O)(=O)c1ccccc1)NCc1ccccc1	-5.2	17.7	5.8	-4.3	5.9	-0.1	1.0	-1.0
CC1=Nn2c(nnc2-c2ccc(F)cc2)SC1	x	-2.1	-2.2	-0.1	x	0.9	x	13.2
O=C(NCCNC(=O)c1cc(Cl)ccc1Cl)c1ccccn1	1.3	-2.0	0.3	5.0	1.2	7.3	-1.6	-2.9
O=C(O)CCC(=O)NCCc1cccc(Cl)c1	-2.6	x	x	x	12.1	x	2.7	1.5
CC(C)CN1C2CCCC1CC(NC(=O)c1ccc([N+](=O)[O-])cc1)C2 (stereo not drawn)	2.8	-1.8	7.5	7.5	-4.8	-2.1	1.7	2.6
C[C@@H]1CC2OC(=O)[C@@]3(C)C(=O)CC[C@@](C)(C23)[C@@]1(O)CCc1ccoc1 (stereo partly drawn)	20.4	-0.9	1.2	-2.1	5.9	3.3	-1.6	0.1
CN(C)c1cccc(C(=O)Nc2nc3ccccc3[nH]2)c1	-4.4	-3.4	-4.0	-34.9	x	-3.1	1.9	-2.0
CCc1cccc(CC)c1N1C(=O)CC(Sc2ccccc2N)C1=O (stereo not drawn)	16.7	-0.5	1.9	1.1	x	0.1	4.0	-8.2
The listing continues:
SMILES	GSIS activator	miR-122 sensor	PglD inh	C2C12 statin	PGC1a acetyl inh	Cneo AK release	CFTR F508del cor	FN deposit inh
CC(=O)N1CCC2(CC1)C(C#N)=C(N)Oc1n[nH]c(CSc3ccc(C)cc3)c12	6.0	x	-3.7	0.7	5.5	0.4	x	6.1
C#CCSc1nnc(-c2ccccc2)c(=O)[nH]1	x	-6.5	5.1	-1.7	-8.8	-0.5	x	1.6
CO[C@H]1CN(C)C(=O)c2ccc(NC(=O)C3CCCCC3)cc2OC[C@H](C)NC[C@H]1C	3.9	-3.8[16.7 µM]	1.5	8.1	x	-1.5	1.9	2.0
C[C@H](CO)N1C[C@H](C)[C@@H](CN(C)C(=O)NC2CCCCC2)Oc2ccc(NC(=O)Cn3cnnn3)cc2CC1=O	15.3	-2.8[16.7 µM]	2.5	2.8	-2.6	-1.0	-3.7	-20.2
COc1ccc(NC(=O)Nc2ccc3c(c2)C(=O)N([C@H](C)CO)C[C@H](C)[C@@H](CN(C)C(=O)Nc2ccc4c(c2)OCO4)OCCCC[C@H](C)O3)cc1	11.9	-3.4[16.7 µM]	-1.7	x	-8.5	0.5	0.2	x
CS(=O)(=O)Nc1ccc2c(c1)[C@H]1C[C@H](CC(=O)NCCN3CCCCC3)O[C@H](CO)[C@H]1O2	12.1	-4.2[16.7 µM]	0.6	-6.5	-3.2	-6.0	1.3	x
Cc1ccc(NC(=O)C(C)OC(=O)CCN=C2NS(=O)(=O)c3ccccc32)cc1 (stereo not drawn)	0.1	6.1	2.1	17.8	10.0	-2.3	0.4	3.3
CC1CC1C(=O)OCC(=O)NCc1ccccc1 (stereo not drawn)	15.6	x	1.3	1.4	x	2.9	-2.5	-8.3
CCCC#Cc1cnc2c(c1)C(=O)N([C@@H](C)CO)C[C@@H](C)[C@H](CN(C)C(=O)Cc1cccnc1)O2	-6.6	-0.5[16.7 µM]	-1.6	-0.4	-3.6	4.6	0.0	1.7

Complete entries from above. Values in the order: GSIS activator	miR-122 sensor	PglD inh	C2C12 statin	PGC1a acetyl inh	Cneo AK release	CFTR F508del cor	FN deposit inh
COc1ccc(NC(=O)Nc2ccc3c(c2)C(=O)N([C@H](C)CO)C[C@H](C)[C@@H](CN(C)C(=O)Nc2ccc4c(c2)OCO4)OCCCC[C@H](C)O3)cc1 is entered as 11.9	-3.4[16.7 µM]	-1.7	x	-8.5	0.5	0.2	x
CC1CC1C(=O)OCC(=O)NCc1ccccc1 (stereo not drawn) is entered as 15.6	x	1.3	1.4	x	2.9	-2.5	-8.3
CC(=O)N1CCC2(CC1)C(C#N)=C(N)Oc1n[nH]c(CSc3ccc(C)cc3)c12 is entered as 6.0	x	-3.7	0.7	5.5	0.4	x	6.1
CCCC#Cc1cnc2c(c1)C(=O)N([C@@H](C)CO)C[C@@H](C)[C@H](CN(C)C(=O)Cc1cccnc1)O2 is entered as -6.6	-0.5[16.7 µM]	-1.6	-0.4	-3.6	4.6	0.0	1.7

Compound activity from PubChem BioAssay.
